GC-B act = human GC-B receptor activators, primary screen, HEK293 GC-B cells, cGMP TR-FRET, EC30 CNP; 0% at EC30 CNP, 100% saturating CNP; activation, % at 10 µM; 370,000 tested, 0.11% active;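 active = activation at 10 µM reaching about 35% in either raw or pattern-adjusted values, limit read from the data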
HTRA1 inhibitor = HTRA1 serine protease inhibitors, primary screen, biochemical, fluorescence polarization, HTS | inhibition, % at 5.96 µM | AID 504803, 2011 | recombinant HTRA1, FP-rhodamine activity-based probe | 340,000 tested, 0.5% active; in the data active = inhibition above about 36%;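 also: 0% = enzyme with DMSO and 100% = wells lacking enzyme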
Target sequence (Q92743 whole entry, looked up): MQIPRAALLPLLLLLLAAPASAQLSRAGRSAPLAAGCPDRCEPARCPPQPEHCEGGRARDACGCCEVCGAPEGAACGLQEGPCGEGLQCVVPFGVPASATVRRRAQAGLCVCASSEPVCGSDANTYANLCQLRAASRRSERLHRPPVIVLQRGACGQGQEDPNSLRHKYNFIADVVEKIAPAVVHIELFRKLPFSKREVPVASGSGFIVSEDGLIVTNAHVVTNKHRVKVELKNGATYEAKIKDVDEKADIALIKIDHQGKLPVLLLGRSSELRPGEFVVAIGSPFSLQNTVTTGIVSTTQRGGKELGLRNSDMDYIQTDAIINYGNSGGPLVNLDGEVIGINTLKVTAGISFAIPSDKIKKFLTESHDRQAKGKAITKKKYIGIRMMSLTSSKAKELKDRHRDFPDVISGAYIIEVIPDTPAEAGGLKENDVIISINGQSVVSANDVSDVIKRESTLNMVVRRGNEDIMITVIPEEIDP
rCAG RNA binder = binders of r(CAG) RNA repeats, primary screen, biochemical, fluorescence; AID 651821, 2012; r(CAG) RNA repeat, TO-PRO-1 dye displacement fluorescence; inhibition, % at 3 µM; 370,000 tested, 1.3% active;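 active = inhibition above the plate cutoff, the mean of all test compounds on that plate plus 3 SD, cut at about 35% in these data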;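 also: 0% = DMSO alone and 100% = 100 µM mitoxantrone as full dye displacement; higher means more dye released from RNA so lower well fluorescence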
ARFGAP1 inhibitor = inhibitors of rat ARFGAP1 GAP activity, primary screen, biochemical, fluorescence polarization, GDP tracer. AID 651572, 2012. ADP-ribosylation factor GTPase-activating protein 1 (Rattus norvegicus), Q62848. Arfgap1-stimulated ARF1 GTP hydrolysis, GDP FP detection. 360,000 tested, 0.26% active. inhibition, % at 16.5 µM;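 active = inhibition above a per-plate limit, mean inhibition of low control wells plus 3 SD, cut at about 25% in these data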;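 also: 0% = DMSO wells with enzyme and 100% = wells lacking Arfgap1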
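System: truncated rat Arfgap1 GAP domain / Medium: HEPES-based buffer, pH 7.5 / Also added: N-terminally truncated human ARF1-GTP substrate / Incubation: enzyme reaction 120 min at 25 °C after 20 min preincubation / Measured by: FP of antibody-bound GDP Alexa 633 tracer, ex 620/em 688 nm / Replicates: singlicate, each compound tested once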
NPR1 activator = GC-A stimulated cGMP production enhancers – HEK293 GC-A cells, cGMP TR-FRET, EC30 ANP, primary screen | Atrial natriuretic peptide receptor 1 (Homo sapiens), P16066 | 0% at EC30 ANP, 100% saturating ANP | 370,000 tested, 0.14% active | activation, % at 10 µM | AID 1671463, 2021; in the data active = activation above about 40%
ASAP1 GAP inh = inhibitors of human ASAP1 ArfGAP activity, primary screen, biochemical, fluorescence polarization | Arf-GAP with SH3 domain, ANK repeat and PH domain-containing protein 1 (Homo sapiens), … | ASAP1-stimulated ARF1 GTP hydrolysis, GDP FP detection | inhibition, % at 16.5 µM | 360,000 tested, 0.19% active; in the data active = inhibition above about 25%;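 also: 0% = vehicle with enzyme and substrate and 100% = no enzyme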
ABHD4 inh = ABHD4 inhibitors, primary screen, biochemical, fluorescence polarization, mouse; (Lyso)-N-acylphosphatidylethanolamine lipase (Mus musculus), Q8VD66; purified mABHD4, FP-Rh probe fluorescence polarization; inhibition, % at 8.92 µM; 370,000 tested, 0.54% active; AID 720543, 2013;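 active = inhibition exceeding the mean over every tested compound plus 3 SD, cut at about 30% in these data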;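 also: 0% = plate median of compound wells and 100% = S159A mutant with DMSO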
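assay system = mABHD4 protein | compound dosing = single nominal dose of 8.92 µM, 0.89% DMSO final | read-out basis = percent inhibition of probe binding, normalized to plate controls | schedule = Enzyme–compound pre-incubation 45 min, then probe 60 min, both 25 °C | detection = fluorescence polarization, excitation 525 nm, emission 598 nm, BODIPY TMR filters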
PG9 binder = binders of HIV-1 gp120 antibody PG9, primary screen, biochemical, TR-FRET; HIV-1 gp120 / PG9 antibody interaction; 360,000 tested, 0.43% active; inhibition, % at 6.7 µM; TR-FRET gp120-PG9 antibody binding; in the data active = inhibition above about 8.5%
SMARCA2 act = SMARCA2 (BRM) function activators, primary screen, cell-based, luminescence, high throughput. MG213 cells, MMTV-luciferase reporter, dexamethasone, overnight. activation, % at 9.1 µM. 370,000 tested, 1% active. AID 652017, 2013; in the data active = activation above about 7.8%;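 also: 0% = vehicle wells and 100% = reference activator wells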
NR1D1 modulator = modulators of Rev-erb alpha DNA binding, primary screen, biochemical, FITC-DNA, fluorescence polarization, uHTS; Nuclear receptor subfamily 1 group D member 1 (Homo sapiens), P20393; Rev-erbα–FITC-DNA binding, 90 min; activity, % at 10 µM; 370,000 tested, 0.79% active;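 active = activity above about 14%, limit read from the data; passing the limit was not always enough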;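 also: 0% = DMSO wells with 35 nM protein and 100% = DMSO wells with 750 nM protein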
Target sequence (P20393 whole entry, looked up): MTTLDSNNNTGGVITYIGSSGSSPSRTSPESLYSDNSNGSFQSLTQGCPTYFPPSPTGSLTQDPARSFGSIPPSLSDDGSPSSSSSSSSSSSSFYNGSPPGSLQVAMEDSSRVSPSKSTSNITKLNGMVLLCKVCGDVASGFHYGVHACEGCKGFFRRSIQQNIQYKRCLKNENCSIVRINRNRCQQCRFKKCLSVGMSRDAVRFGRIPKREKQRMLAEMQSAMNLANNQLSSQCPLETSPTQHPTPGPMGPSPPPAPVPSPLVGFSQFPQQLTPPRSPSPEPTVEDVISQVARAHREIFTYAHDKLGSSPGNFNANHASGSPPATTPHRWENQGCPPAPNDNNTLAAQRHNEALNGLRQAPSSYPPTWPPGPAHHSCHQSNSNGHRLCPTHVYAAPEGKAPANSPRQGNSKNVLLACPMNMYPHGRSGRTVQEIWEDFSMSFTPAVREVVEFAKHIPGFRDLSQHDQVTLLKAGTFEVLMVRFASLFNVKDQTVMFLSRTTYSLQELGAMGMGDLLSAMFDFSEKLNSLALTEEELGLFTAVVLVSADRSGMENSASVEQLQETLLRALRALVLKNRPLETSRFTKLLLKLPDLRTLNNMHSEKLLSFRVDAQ
Active calls of the source: *; nt = no result given; & = joins results of further samples.

SMILES	GC-B act	HTRA1 inhibitor	rCAG RNA binder	ARFGAP1 inhibitor	NPR1 activator	ASAP1 GAP inh	ABHD4 inh	PG9 binder	SMARCA2 act	NR1D1 modulator
COc1ccccc1-n1cnc2cc(C(=O)N3CCOCC3)ccc21	2	-2	0	-3	0	14	-2	-2.6	-2	0
CON1C(=O)CN(C(C)=O)C1c1ccc(Cl)cc1Cl (configuration not stated)	3	10	-4	8	-5	3	-18	-1.3	5	-4
C=CCn1c(-c2cccc([N+](=O)[O-])c2)n[nH]c1=S	-1	4	4	-4	-2	-11	3	0.9	-1	-4
O=[N+]([O-])c1cccc(-c2ccc(/C=N/NC(=S)Nc3cccc(F)c3)o2)c1	-8	22	39*	11	1	-1	7	0.1	-4	5
O=C(NCc1ccccc1CN1CCCC1)C1CCN(C(=O)c2ccc(Cl)cc2)CC1	-4	-5	3	11	-3	6	5	-1.9	-2	0
CCCn1c(SCC(=O)NC(=O)NC(C)(C)C)n[nH]c1=O	3	1	-6	9	-1	13	-2	-2.5	6	1
N=C(N)SCc1nc2ccccc2c(=O)n1-c1ccccc1	-2&-3	-3&-14	16&8	-9&3	1&-1	6&4	1&3	1.5&-1.3	3&1	7&-2
CCOc1ccc(/C=C/C(O)=C2/C(=O)N(C)C3(C)CC2c2ccccc2O3)cc1OC (configuration not stated)	2	3	-2	10	-11	10	-6	-0.9	0	7
CNC(=O)C(C)N1c2cccc3cccc(c23)S1(=O)=O (configuration not stated)	7	0	1	14	3	-5	-4	-0.3	-1	6
Cc1ccccc1N1CCN(C2CCCN(C(=O)CCC3(C)CC3)C2)CC1 (configuration not stated)	0	-5	-10	19	2	6	1	-0.9	-2	-1
O=C(NC1CCCCC1)c1cc2c(cc1Cl)N1CCCCCC1=NS2(=O)=O	-3	-5	1	3	3	-11	-2	-1.4	4	-7
Cc1ccc(C(C)C)c(OCCCN(C)Cc2ccccc2)c1	-6	1	-12	1	-4	4	18	-0.6	-2	-7
Cc1ccc2nc(SCC(=O)NCc3ccc4c(c3)OCO4)nc(=O)n2c1	-5	-3	1	1	-3	15	-5	-0.4	3	-7
CCN(CC(=O)N1CCC(C(N)=O)CC1)S(=O)(=O)c1ccc(Cl)cc1	0	-6	-2	5	1	-2	-2	0.0	-3	-1
O=C(CCS(=O)(=O)c1cccc2nonc12)Nc1cccc2c1CCCC2	3	3	2	0	0	-4	-1	1.7	1	-1
CC(=O)c1ccc(OCC(=O)Nc2ccc3c(c2)CCC3)cc1	-2	1	1	11	5	-1	1	0.4	3	-5
COc1ccc(CNC(=O)COc2ccc(OC)cc2)cc1	2	-6	-4	-4	1	-4	6	-2.7	7	-7
CCCOc1ccc(C2=CSC3=NCCN23)cc1[N+](=O)[O-]	4	-4	7	3	-3	14	-1	-3.8	-2	-3
CC(NCCC1(Cc2ccccc2Cl)CCOC(C)(C)C1)c1cccs1 (configuration not stated)	-11	2	0	5	-14	1	2	-0.6	-1	1
Cc1ccc(C(=O)N2CCN(c3ccc(N4CCOCC4)nn3)CC2)cc1	9	-1	-3	1	5	6	-2	0.6	0	-5
O=C(COC(=O)CCSc1ccc(Cl)cc1)Nc1ccc(F)cc1	1	-28	0	-6	0	0	0	-2.1	-1	1
CCOC(=O)c1csc(NC(=O)c2ccc(OC)c(OC)c2)n1	-2	3	-2	14	-1	-6	2	-0.7	-2	-1
O=C(N/N=C/c1ccccn1)c1ccc(Br)cc1	9	13	1	9	11	9	7	-0.1	12*	6
O=C(c1ccc2nc[nH]c2c1)N1CCN(c2cccc(Cl)c2)CC1	-9	-1	0	-9	2	-4	11	0.5	-3	-4
CN(Cc1ccc(Cl)cc1Cl)C(=O)c1cc(=O)c2ccccc2o1	-6	-9	0	-2	0	-3	4	0.3	-4	2
OCCC1CN(Cc2cccc(F)c2F)CCN1CCc1ccccc1 (configuration not stated)	-3	1	-8	15	4	6	-2	-2.7	2	0
CC(=O)Nc1ccc(NC(=O)CSc2nc3[nH]ncc3c(=O)n2-c2ccccc2)cc1	5	-3	3	12	1	8	4	-0.4	-2	1
CCC(CC)CN1CCC(CN2C(=O)C(=O)NC[C@@H]2CC(C)C)CC1	0	nt	-1	7	1	-9	6	1.3	-3	2
C#C[C@]1(O)CC[C@H]2[C@@H]3CCC4=CC(=O)CC[C@@H]4[C@H]3CC[C@@]21C	2	-11	0	0	-1	5	5	-0.7	-5	-7
Cc1cc(-c2nnc(CCC(=O)NC(c3ccccc3)c3ccccc3)o2)no1	-9	-4	-6	-1	-2	20	-2	-0.6	2	-1
CCNC(=S)N/N=C1\C(=O)c2cccc3cccc1c23	-6	5	2	13	-5	0	7	-1.2	-2	2
CCC(C(=O)NC(C)c1ccccc1)C(=O)NC(C)c1ccccc1 (configuration not stated)	1	5	-1	0	1	-9	0	1.0	1	-5
CCOC(=O)c1cc(C(=O)NC(C)c2ccccc2)c(C)[nH]c1=O (configuration not stated)	-5	6	-5	14	5	5	0	-1.1	0	1
NCCCC[C@@H]1NC(=O)c2cc([N+](=O)[O-])cc(I)c2SC[C@@H](C(N)=O)NC(=O)[C@H](CCC(N)=O)NC1=O	7	-1	4	-8	5	-14	-1	-2.4	1	0
CCCC(=O)N1CCC1(C)C(=O)Nc1ccc2nccnc2c1 (configuration not stated)	1	nt	1	-1	-1	-2	5	1.5	-1	-7
Cc1nn(-c2ccc(F)cc2)c(N)c1C1(O)C(=O)Nc2ccccc21 (configuration not stated)	-4	3	0	-12	0	7	0	0.3	3	-1
COCCCN1C(=O)C(=O)/C(=C(/O)c2ccc(S(=O)(=O)N3CCOCC3)cc2)C1c1ccc(OC)cc1 (configuration not stated)	5	9	5	-5	2	-7	7	-1.5	-1	4
Cc1nn(-c2ccccc2)c(N)c1C(O)(CC(=O)C(F)(F)F)C(F)(F)F (configuration not stated)	-3	-1	-1	9	-11	5	-6	0.6	-2	3
O=C(CSc1nc2c(cnn2-c2ccc(F)cc2)c(=O)[nH]1)N1CCCc2ccccc21	-6	-5	20	-6	12	0	-4	-1.2	5	2
O=C(CN1CCN(Cc2cccc(F)c2)CC1)Nc1ccccc1F	0	-4	-10	4	6	3	-6	1.3	-3	-5
COc1ccccc1NC(=O)N(C)C[C@@H]1OCc2cnnn2CCCC(=O)N([C@H](C)CO)C[C@@H]1C	-1	6	-2	6	8	-4	2	-2.4	-2	-3
Cc1ccc(Cc2c(-c3ccco3)nc3c4ccccc4ccn23)cc1	23	nt	16	-4	30	-12	-12	1.5	-2	-5
Cc1ccc(OCCSc2nc(N)cc(N)n2)cc1	2	-9	4	9	-2	4	-3	1.3	6	1
CCN(C(=O)c1cccc(NC(=O)c2ccccc2)c1)C1CCCCC1	9	-23	-6	2	-4	6	12	0.2	-3	-3
CC(C)C(N)c1csc(NC(=O)Nc2cccc(C(F)(F)F)c2)n1 (configuration not stated)	-2	nt	42*	-1	-6	6	6	0.0	-2	9

Quoted at random: three records from the list.
SMILES	GC-B act	HTRA1 inhibitor	rCAG RNA binder	ARFGAP1 inhibitor	NPR1 activator	ASAP1 GAP inh	ABHD4 inh	PG9 binder	SMARCA2 act	NR1D1 modulator
Cc1ccccc1N1CCN(C2CCCN(C(=O)CCC3(C)CC3)C2)CC1 (configuration not stated)	0	-5	-10	19	2	6	1	-0.9	-2	-1
Cc1nn(-c2ccccc2)c(N)c1C(O)(CC(=O)C(F)(F)F)C(F)(F)F (configuration not stated)	-3	-1	-1	9	-11	5	-6	0.6	-2	3
NCCCC[C@@H]1NC(=O)c2cc([N+](=O)[O-])cc(I)c2SC[C@@H](C(N)=O)NC(=O)[C@H](CCC(N)=O)NC1=O	7	-1	4	-8	5	-14	-1	-2.4	1	0

Remaining list, next part
SMILES	GC-B act	HTRA1 inhibitor	rCAG RNA binder	ARFGAP1 inhibitor	NPR1 activator	ASAP1 GAP inh	ABHD4 inh	PG9 binder	SMARCA2 act	NR1D1 modulator
Nc1[nH]c(C(=O)c2ccc(Br)cc2)c(-c2ccc3c(c2)OCO3)c1C(=O)NCCc1c[nH]c2ccccc12	-3	nt	15	15	-2	9	49*	0.9	0	-5
COc1cccc(N2CCN(C(=O)c3cn(Cc4ccccc4)nc3-c3cccnc3)CC2)c1	-3	-1	4	-5	4	3	4	0.6	-1	2
COc1ccc(C(=O)NC(=S)N2CCCCC2c2cccnc2)cc1OC (configuration not stated)	-5	2	-6	0	3	-12	-4	1.8	6	2
Nc1[nH]c(C(=O)c2ccc(Br)cc2)c(-c2ccc(Br)cc2)c1C(=O)N1CCCCC1	-9	nt	nt	nt	-13	nt	-71	nt	nt	6
CC(C)NC(=O)N(C)C[C@H]1Oc2ccc(NC(=O)CCN3CCOCC3)cc2C(=O)N([C@H](C)CO)C[C@@H]1C	4	0	1	-7	0	-2	2	0.8	-3	6
COC(=O)C(CCCCNC(=O)OCc1ccccc1)NC(=O)CN (configuration not stated)	0	-8	-4	0	0	-17	-1	-1.1	-2	4
COCCNC(=O)c1ccc(CS(=O)(=O)c2ccccc2OC)o1	7	11	-3	10	0	2	3	-1.8	-3	-6
COC(=O)c1ccc(N2C(=O)C3C4C=CC(CC4)C3C2=O)cc1 (configuration not stated)	-1	-4	-5	-8	5	11	1	-1.1	3	0
COc1ncccc1C(=O)NC1CCCc2c1cnn2-c1ccc(C)c(C)c1 (configuration not stated)	7	-4	-7	-4	2	3	8	1.0	-3	1
COc1ccc(CCN2CCCn3c2nc2c3c(=O)n(Cc3ccccc3F)c(=O)n2C)cc1OC	3	8	-8	1	3	2	4	-0.7	1	4
COCC(=O)N1CCC(Oc2ccc(C(=O)N3C[C@@H]4CCC[C@H]3C4)cc2)CC1	9	3	-7	5	-1	6	8	-1.7	0	-3
O=C(COC(=O)CNC(=O)c1ccc(Cl)cc1Cl)NC1CCCCCCC1	1	-2	-4	19	9	6	0	-0.9	-3	-1
CCCNC(=O)C1(C)CCN(CCC(=O)c2ccc(Br)cc2)C1 (configuration not stated)	-1	nt	0	10	40	5	6	0.0	4	-3
COc1ccc(N2CC(=O)N(c3ccc(OC)c(OC)c3)CC2=O)cc1OC	1	2	-2	-4	2	2	1	-1.2	3	-1
Fc1c(F)c(F)c(N/N=C/c2c[nH]c3ccccc23)c(F)c1F	-9	43*	34	23	3	-6	15	-1.1	-4	5
CC1CC1C(=O)OCc1cc(=O)n2cc(Br)ccc2n1 (configuration not stated)	5	2	-4	7	0	5	4	0.8	3	0
Cc1cccc(N(CC(=O)NC(C)(C)C)C(=O)CNC(=O)c2cccs2)c1C	-4	-2	-5	-2	1	2	0	-2.6	4	-3

An unsorted share of the library. Share with any hit: about 4.4%.
